Hsp70 inhibitors – Hsp70 inhibitors, probe displacement, primary screen, biochemical, fluorescence polarization (AID 583); Hsp70 fluorescence polarization probe displacement, mP; higher % means a stronger effect; displacement, % at 20 µM; hits with a dose series show IC50 in µM; 140,000 compounds, 0.06% hits; in the data active = displacement above about 50%;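 note: plate controls were vehicle for no effect and reference ligand for full effect; a part of the inactive calls stands beside numbers as strong as those of hits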
Rat MKP-3 inhibitors – inhibition of rat DUSP6 enzyme activity – biochemical, in vitro, primary screen (AID 425); recombinant MKP-3 phosphatase activity, fluorescence; higher % means a stronger effect; one-dose inhibition, % at 20 µM; IC50 in µM for titrated hits; 110,000 compounds, 0.17% hits; in the data active = inhibition above about 50%;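 note: plate controls were vehicle for no effect and reference inhibitor for full effect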
An asterisk follows results filed as active; . = not tested or not shown; & = joins results of further samples. Only part of the results is shown, so the mix of outcomes need not match the whole.

SMILES	Hsp70 inhibitors	Rat MKP-3 inhibitors
O=C(Nc1ccc2oc(-c3ccccc3)nc2c1)c1ccccc1I	0.3%	-0.8%
O=C(Nc1cccc(C(F)(F)F)c1)c1ccc(C(=O)c2ccccc2)o1	-2.8%	1.9%
Cn1c(=O)c2c(nc(SCC(=O)O)n2Cc2cc3c(cc2Cl)OCO3)n(C)c1=O	-2.0%	.
O=C(NCc1ccco1)C1(c2ccc(Cl)cc2)CCCC1	2.8%	.
Cc1cc(NC(=O)CSc2nc3c(c(=O)n2CCc2ccccc2)SC(C)C3)no1 (centres undefined)	0.2%	6.2%
COc1ccc(C(c2nnnn2C2CCCCC2)N2CCN(c3ccccc3)CC2)cc1 (centres undefined)	3.0%	-8.3%
Cc1ccc2c(c1)c1c3n2CCN(C(C)c2ccccc2)C3CCC1 (centres undefined)	2.9%	0.6%
N#C/C(=N\Nc1ccc(F)cc1)C(=N)N1CCCCC1	4.6%&4.8%	0.6%
CCOC(=O)c1c(-c2ccc(Cl)cc2)csc1NC(=O)COc1ccc(OC)cc1	-1.3%	2.9%
O=C(Nc1cccc2c1CCCC2)C1CCN(C(=O)NC2CCCCC2)CC1	4.0%	-5.7%
COCCCNC(=O)C1CC(=O)OC1c1ccc(OC)c(OC)c1 (centres undefined)	8.3%	.
Cn1nc(-c2ccc(C(=O)Nc3cccnc3)cc2)c2ccccc2c1=O	6.4%	.
CC(Oc1ccc(Cl)cc1Cl)c1nc(-c2ccccn2)no1 (centres undefined)	.	10.7%
CCn1c(SCC(=O)NCCOC)nc2sc3c(c2c1=O)CCCC3	-3.6%	0.4%
C=CCn1c(=N)n(CC(O)c2ccc(OCC)cc2)c2ccccc21 (centres undefined)	2.0%	4.9%
Cn1c(=O)c2c(nc(Br)n2C)n(C)c1=O	-5.3%	-1.9%
Cn1cnnc1SCc1ccc(C#N)cc1	-0.3%	6.0%
Cc1ccc(C(C)C)c(OCCNS(C)(=O)=O)c1	0.6%&-2.2%	-4.2%&0.8%
O=C(O)C(Cc1ccccc1)N1C(=O)/C(=C/c2cccc([N+](=O)[O-])c2)SC1=S (centres undefined)	-1.1%	2.8%
Cc1cc(C(=O)Nc2nc3c(s2)CCCC3)no1	1.0%	-14.5%
O=C(O)c1ccc(S(=O)(=O)c2ccc3c(c2)C(=O)N(NC(=O)c2ccco2)C3=O)cc1	0.0%	2.2%
O=c1cc(-c2ccccc2)n(S(=O)(=O)c2ccc3ccccc3c2)o1	-27.1%	.
CC(=O)N(Cc1ccc2c(c1)OCO2)C1CC(=O)N(c2cccc(Cl)c2)C1=O (centres undefined)	3.9%	-1.0%
O=C(c1cccc(C(=O)N2CCN(Cc3ccccc3)CC2)c1)N1CCN(Cc2ccccc2)CC1	-3.3%	4.2%
c1ccc(-c2oc3ncnc(NCCCN4CCOCC4)c3c2-c2ccccc2)cc1	1.7%	-2.1%
CCOn1c(SC(C)C)nc2ccccc2c1=O	2.7%	.
O=C(Nc1ccc2c(c1)OCO2)c1ccc(Cl)cc1[N+](=O)[O-]	-4.0%	4.1%
CC(C)(C)OC(=O)N1N=C(c2ccc(Br)cc2)CC1(O)C(F)(F)F (centres undefined)	0.8%	0.2%
COc1ccc(-c2nnc(NC(=O)c3cc(Cl)ccc3Cl)o2)cc1	2.6%	0.9%
Cc1c(OCc2ccccc2F)ccc2c3c(c(=O)oc12)CCC3	1.9%	0.7%
O=C1/C(=C\c2ccc3c(c2)OCO3)N=C(c2ccccc2)N1c1ccc(F)cc1	10.6%	-1.1%
N/C(=N\OC(=O)c1ccccc1[N+](=O)[O-])c1ccc(Cl)cc1	-4.6%	1.8%
O=C1CC(N2CCN(Cc3ccccc3)CC2)C(=O)N1c1cccc(Cl)c1 (centres undefined)	3.3%	-0.4%
CCOC(=O)C1CCCN(C(=O)CCn2nc(-c3ccccc3)ccc2=O)C1 (centres undefined)	0.4%	-5.7%
O=C(O)c1ccc(COc2ccc3ccc(=O)oc3c2)cc1	0.3%	3.0%
CCCCOC(=O)c1ccc(NC(=O)c2cc([N+](=O)[O-])ccc2Br)cc1	-4.7%	5.6%
CC12C(=O)N(n3cnnc3)C(=O)C1C1C=CC2C1 (centres undefined)	-1.7%	3.7%
S=C(NN=C1C2CC3CC(C2)CC1C3)Nc1ccccc1	-2.1%	.
CCN(CC)c1nc2ccccc2[nH]1	-4.3%	.
CCc1ccc(NC(=O)C2CCCCC2C(=O)O)cc1 (centres undefined)	-3.1%&3.8%	-13.4%&0.2%
CCCn1c(SCCN2C(=O)c3ccccc3C2=O)n[nH]c1=O	0.6%	-5.2%
CC(=O)Nc1nc2cc3c(cc2s1)OCO3	-2.7%	-0.5%
O=C(/C=C/c1ccccc1)NC(=S)Nc1cccc(-c2nc3ncccc3o2)c1	0.7%	0.6%
Cc1nn(-c2ccccc2)c2nc(=O)n(-c3ccccc3)cc12	3.9%	2.6%
CCOC(=O)c1c(N)sc(C(=O)N(C)C)c1C	-0.3%	-10.3%
Cc1ccc2oc(-c3ccc(NC(=O)c4cc5ccccc5o4)cc3)nc2c1	2.0%	-1.4%
Cc1cc(C)cc(N2C(=O)NC(=O)/C(=C\c3ccc(Cl)cc3)C2=O)c1	0.4%	4.7%
COC(=O)c1ccccc1NC(=O)C1CCCN(c2nnc(-n3cccc3)s2)C1 (centres undefined)	4.0%	-9.1%
O=C(Nc1ncccc1Cl)C1COc2ccccc2O1 (centres undefined)	-2.6%	.
Cc1ccc(S(=O)(=O)N/N=C/c2ccccc2OS(=O)(=O)c2ccc([N+](=O)[O-])cc2)cc1	-1.8%	1.4%
Cc1n[nH]c(C)c1S(=O)(=O)N1CCCC(C(=O)N2CCc3ccccc32)C1 (centres undefined)	1.4%	-6.9%
Cc1cccc(CSc2nc(N)c(C#N)c(-c3cccs3)c2C#N)c1	0.4%	.
CCOC(=O)c1c(C)oc2cc(Br)c(O)c(C=O)c12	-1.7%	1.6%
Cc1ccc(C)c2c1sc(=NC(=O)CN1C(=O)CCC1=O)n2C	3.9%	-3.8%
CCCC(=O)N1CCN(c2nc(CC(C)C)c3c(c2C#N)CCC3)CC1	2.1%	-4.0%
CCCCn1c(CNC(=O)C(C)(C)C)nc2ccccc21	7.5%	-10.7%
O=C(CN1C(=O)c2ccccc2C1=O)NCc1ccncc1	4.8%	0.4%
CCOC(=O)c1ccc(NC(=O)c2c(O)c3ccccc3n(C)c2=O)cc1	7.1%	7.8%
CC(C)(C)n1nnnc1CN(Cc1ccco1)Cc1cc2cc3c(cc2[nH]c1=O)OCO3	-1.1%	-9.6%
C=CCN=C1SC(C)C(=O)N1S(=O)(=O)c1ccccc1 (centres undefined)	0.5%	-3.2%

Carrying on.
SMILES	Hsp70 inhibitors	Rat MKP-3 inhibitors
CCC(C)N1CC23C=CC(O2)C(C(=O)OCc2ccccc2)C3C1=O (centres undefined)	9.5%	-0.5%
Cc1ccc(CN(c2ccc(C(=O)N3CCc4ccccc4C3)cc2)S(C)(=O)=O)cc1	-3.4%	.
CCOC(=O)N1CCN(C(=O)c2ccc(C)c(S(=O)(=O)Nc3ccccc3)c2)CC1	2.7%	-5.0%
CC(C)n1c(=N)c(C(=O)NCCc2ccccc2)cc2c(=O)n3ccccc3nc21	-6.3%	-18.3%
Cc1ccc(NS(=O)(=O)c2ccc(CCC(=O)O)cc2)cc1	2.2%	-15.2%
Cc1ccc(NC(=O)C(=O)NCc2ccc3c(c2)OCO3)cc1	-1.0%	-5.2%
CC1(C)Cc2c(c(N3CCOCC3)nc3sc(-c4ccc(C(=O)O)o4)c(N)c23)CO1	-51.8%	.
COc1ccc(C(=O)CN2CCN(C(=O)C3CC3)CC2)cc1	-1.0%	0.2%
CCc1ccc2c(CN(CC)Cc3nc4ccccc4c(=O)[nH]3)cc(=O)oc2c1	1.9%	2.3%
COc1ccc(N2C(=O)CC(NC3CC3)C2=O)cc1 (centres undefined)	-3.2%	0.0%
c1ccc(CSc2nnnn2-c2ccccc2)cc1	0.7%	.
O=C(CSc1nnc(-c2cccc(Cl)c2)n1-c1ccccc1)c1cccc([N+](=O)[O-])c1	0.5%	1.9%
O=C1/C(=C/c2ccc(-c3cc(Cl)ccc3Cl)o2)SC(=S)N1Cc1ccco1	-2.7%	8.1%
COc1ccc(C(=O)Nc2cccc(C(=O)Nc3cccc(Cl)c3)c2)cc1	-0.8%	3.8%
CCOc1ccccc1NC(=O)Nc1cc(OC)ccc1OC	4.3%	-6.8%
CCOc1ccc(C)cc1-n1nc2ccccc2n1	3.4%	.
Cc1sc2nc(SCC(=O)NCc3cccs3)[nH]c(=O)c2c1C	-4.6%	-0.3%
O=C(COC(=O)c1ccc(Cl)c(S(=O)(=O)N2CCCC2)c1)NC1CCCC1	1.9%	-7.8%
O=C(N/N=C\c1cc(Cc2ccccc2Cl)ccc1O)c1cncc(Br)c1	-2.1%	3.5%
COc1ccc(S(=O)(=O)NCc2ccccc2C)cc1OC	0.5%	2.2%
Cc1cc(NC(=O)c2cccc([N+](=O)[O-])c2)ccc1-c1cc2ccccc2oc1=O	-8.1%	-0.2%
CCN=C(NCC)SC1CC(=O)N(c2ccccc2)C1=O (centres undefined)	7.3%	-3.8%
O=C(Oc1ccc(S(=O)(=O)c2ccc(OC(=O)c3ccncc3)cc2)cc1)c1ccncc1	-2.7%	1.0%
CCN1CN=C2SC(CO)(CO)C(=O)N2C1	-4.5%	3.7%
O=S(=O)(c1cccs1)N1CCN(Cc2ccc3c(c2)OCO3)CC1	0.4%	1.6%
O=C(c1ccc(=O)n(Cc2ccccc2)n1)N1CCN(C/C=C/c2ccccc2)CC1	1.9%	-15.0%
OCCN1CN=C(Nc2nc3ccccc3o2)NC1	2.2%	0.5%
Cc1cc(C)cc(N2CCN(C(=O)N3CCOCC3)CC2)c1	13.3%	-13.7%
CC1CCCN(S(=O)(=O)c2ccc(NC(=O)c3cccc(-n4cnnn4)c3)cc2)C1 (centres undefined)	3.2%	3.2%
CCOC(=O)N1CCN(C(=O)C2CC(c3ccccc3OC)=NO2)CC1 (centres undefined)	5.8%	-2.0%
CCn1c(SCC(=O)NCCOc2ccccc2)nc2ccccc2c1=O	1.3%	-8.9%
N#C/C(=C(/O)CN1C(=O)c2ccccc2C1=O)c1nc2ccccc2[nH]1	-2.4%&0.2%	-7.2%&3.2%
C(=N\N=C(\Cc1nc2ccccc2[nH]1)c1ccccc1)/c1cccs1	1.7%	0.4%
COc1ccc(N2CCN(C(CNS(=O)(=O)c3cc(F)ccc3F)c3cccnc3)CC2)cc1 (centres undefined)	.	-7.4%
CCOC(=O)CNS(=O)(=O)c1ccc(F)cc1	-0.2%	0.6%
CCC1(C(=O)OCC(=O)c2ccc(Br)cc2)CCCCC1	0.2%	-2.6%
C/C=C/Cn1c(N(C)Cc2ccccc2)nc2c1c(=O)[nH]c(=O)n2C	2.5%	3.8%
Cc1ccc(C(C)NC(=O)c2ccco2)cc1 (centres undefined)	-3.6%	.
COc1ccc2[nH]cc(C(O)CN3CCN(c4ccccc4)CC3)c2c1 (centres undefined)	-0.2%	-8.0%
O=C1N2c3ccccc3CCc3cccc(c32)C1(O)C(F)(F)F (centres undefined)	2.2%	3.0%
CC1=NN(c2ccc(S(N)(=O)=O)cc2)C(=O)/C1=C\c1ccc(-c2ccc(S(N)(=O)=O)cc2)o1	-4.7%	5.4%
COc1ccccc1C(=O)N1CCN(C(=O)CC(C)C)CC1	5.1%	2.2%
CC(C)CN(CC(C)C)S(=O)(=O)N1CCC(C(=O)NCCN2CCOCC2)CC1	8.4%	-8.7%
O=C(CN1CCN(c2ccc(F)cc2)CC1)Nc1ccc(-n2cnnn2)cc1	-2.0%	-0.2%
CCCOc1ccc(NC(N)=O)cc1OCCC	0.4%	-5.1%
O=C1CC(=O)N2N=C(c3ccccc3)SC2=N1	-2.1%	-0.8%
O=C(O)CN1C(=O)SC(Nc2ccc(Cl)cc2)C1=O (centres undefined)	-7.5%	.
O=C(c1cccs1)N1CCN(c2cc(N3CCCCC3)c(F)cc2[N+](=O)[O-])CC1	-1.2%	3.0%
c1ccc(N2CCN(Cc3ccsc3)CC2)nc1	4.1%	-7.1%
COc1ccc(/C=N\NC(=O)c2ccc([N+](=O)[O-])cc2)cc1Cl	-3.7%	0.3%
CSc1nncn1/N=C/c1cc(Cl)ccc1F	-0.1%	-2.3%
Cc1ccnc(NC(=O)CCC(=O)N(CC(=O)NCC2CCCO2)Cc2ccc(F)cc2)c1 (centres undefined)	-0.9%	-6.7%
CCn1cc(S(=O)(=O)CC(=O)NC2CCCCC2)c2ccccc21	-0.7%	2.7%
